RBX1-CUL1 inh – blocks human RBX1-Cullin-1 di-ubiquitin formation. in vitro K48 di-Ub FRET, acceptor:donor ratio, 45 min. AID 1347404. inhibition, % at 10 µM. 0.6% of 140,000 active. P62877+Q13616; in the data active = inhibition above about 25%
Target sequence (P62877 whole entry, looked up): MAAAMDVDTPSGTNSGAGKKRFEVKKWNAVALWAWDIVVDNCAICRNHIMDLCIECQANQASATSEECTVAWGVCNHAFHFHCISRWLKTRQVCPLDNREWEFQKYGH
Target sequence (Q13616 whole entry, looked up): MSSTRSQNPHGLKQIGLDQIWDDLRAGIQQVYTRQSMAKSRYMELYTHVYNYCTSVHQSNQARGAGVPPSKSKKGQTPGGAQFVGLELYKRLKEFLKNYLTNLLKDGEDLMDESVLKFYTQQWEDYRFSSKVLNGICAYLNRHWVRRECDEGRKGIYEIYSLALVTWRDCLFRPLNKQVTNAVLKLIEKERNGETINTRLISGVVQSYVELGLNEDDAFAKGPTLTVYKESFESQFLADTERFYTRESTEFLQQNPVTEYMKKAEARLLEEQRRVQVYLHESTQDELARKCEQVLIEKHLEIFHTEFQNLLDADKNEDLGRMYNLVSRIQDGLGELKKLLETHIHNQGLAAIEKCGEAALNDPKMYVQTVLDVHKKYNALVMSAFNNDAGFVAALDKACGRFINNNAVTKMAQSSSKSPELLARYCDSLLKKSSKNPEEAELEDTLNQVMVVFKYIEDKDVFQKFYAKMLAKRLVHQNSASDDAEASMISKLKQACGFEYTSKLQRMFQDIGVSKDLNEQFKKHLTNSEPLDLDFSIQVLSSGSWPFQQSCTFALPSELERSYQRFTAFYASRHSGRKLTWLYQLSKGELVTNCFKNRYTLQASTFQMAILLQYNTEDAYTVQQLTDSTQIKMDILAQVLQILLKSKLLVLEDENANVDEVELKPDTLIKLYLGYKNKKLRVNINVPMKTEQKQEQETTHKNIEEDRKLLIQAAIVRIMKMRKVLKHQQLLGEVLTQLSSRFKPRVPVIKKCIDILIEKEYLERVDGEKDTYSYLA
Numbers without * were called inactive. This is a subset. The share of hits here may be higher or lower than overall.

Sample of the layout:
RBX1-CUL1 inh	Compound
-1.2	COC(c1ccc2c(c1)CN(C(=O)c1cccc(C#CC(C)(C)O)c1)CCO2)C1CCCCC1 (stereo not given)
6.2	Cc1cc(NC(=O)C2CC2c2ccc(C(C)(C)C)cc2)ccc1Br (stereo not given)
2.6	Nc1nnc(SCC(=O)Nc2ccccc2)s1
-2.3	CCOC(=O)C1(Cc2cccc(OC)c2)CCN(C)CC1
5.3	Clc1ccc(-c2nnc3n2N=CC2=C(S3)c3cc(Cl)ccc3OC2)cc1

All compounds of this part (from the top)
RBX1-CUL1 inh	Compound
-1.2	COC(c1ccc2c(c1)CN(C(=O)c1cccc(C#CC(C)(C)O)c1)CCO2)C1CCCCC1 (stereo not given)
6.2	Cc1cc(NC(=O)C2CC2c2ccc(C(C)(C)C)cc2)ccc1Br (stereo not given)
2.6	Nc1nnc(SCC(=O)Nc2ccccc2)s1
-2.3	CCOC(=O)C1(Cc2cccc(OC)c2)CCN(C)CC1
5.3	Clc1ccc(-c2nnc3n2N=CC2=C(S3)c3cc(Cl)ccc3OC2)cc1
-8.5	Cc1[nH]oc(=O)c1N=Nc1ccccc1
-7.0	CCC(=O)Oc1c(Sc2ccc(Cl)cc2)c(C)nn1C(C)(C)C
-1.9	C=C(C)Cn1c(=O)c2c(nc3n(CCO)c(C)cn23)n(C)c1=O
-1.6	CCOc1ccc(/C=N/NC(=S)NCc2ccccc2)c(OCC)c1
5.8	FC(F)(F)c1cccc(NC(=S)NCc2ccccc2)c1
0.4	Cc1ccc(S(=O)(=O)CCc2nnc(NC(=O)c3ccc(C)c([N+](=O)[O-])c3)s2)cc1
-3.4	COc1nc(-c2ccccc2)nc2ccccc12
3.7	CCc1ncc(CNC2CCCc3nc(N4CCC(CO)CC4)ncc32)cn1 (stereo not given)
4.2	COC(=O)CN1C(=O)S/C(=C/c2ccc(Oc3ccc([N+](=O)[O-])cn3)c(OC)c2)C1=O
0.3	CC(C)C(=O)Nc1ccc(Cl)cc1
0.6	COc1ccc(CCCNC(=O)c2ccc(N3CCN(C)CC3)nc2)cc1
-6.6	COc1ccc(C(=O)NCc2nnc(SCC(=O)Nc3ccccc3)n2-c2ccccc2)cc1
-3.3	Cn1cc(C(=O)N/N=C/c2ccc(Cl)cc2)ccc1=O
6.0	O=C(c1c(F)c(F)c(F)c(F)c1F)N1CCC2(CC1)OCCO2
5.4	COc1ccc(C(=O)Oc2cccnc2)cc1OC
-3.4	O=c1c2c(-c3cccs3)csc2ncn1/N=C/c1ccccn1
4.0	CCCS(=O)(=O)c1ncc(Cl)c(C(=O)N(Cc2ccccc2)Cc2ccco2)n1
8.3	COc1ccccc1N1CCN(C(CNC(=O)C(=O)NCc2ccc(C)cc2)c2cccnc2)CC1 (stereo not given)
-5.8	Nc1cc(=O)[nH]c(SCc2nnnn2-c2ccccc2)n1
-0.3	COc1ccc(C(=O)c2sc(Nc3ccccc3)nc2N)cc1
2.9	CCCC(=O)Nc1ccc(S(=O)(=O)N(C)Cc2ccccc2)cc1
-3.5	Cc1ccc(S(=O)(=O)N2CCC(C(=O)NC(C)(C)CO)CC2)cc1
58.0*	O=C(Nc1ccc2nc(SCC(=O)N3CCOCC3)sc2c1)c1cccc(Cl)c1
-1.2	COc1ccc(S(=O)(=O)n2nc(-c3ccco3)nc2NCc2ccc(C(C)C)cc2)cc1
0.0	Nc1cc(C(=O)N2CCOC(Cc3cccc4ccccc34)C2)ccn1 (stereo not given)
-0.4	CC1(C)C/C(=N\O)C(C(O)c2ccccc2)C(C)(C)N1 (stereo not given)
7.1	COc1cc(/C=C2/C(=O)NN(c3ccc(Br)cc3)C2=O)cc(Br)c1OC
13.1	Nc1nc(N)c2c(F)cccc2n1
-3.3	CCc1ccc(CNC(=O)C2CCN(c3nn4cc(-c5ccc(OC)cc5)nc4s3)CC2)cc1
4.2	O=C(O)c1csc2c1CCCC2
-0.3	COc1nc(OCCNS(=O)(=O)c2ccc(C)cc2)nc(N(C)C)n1
-1.1	CCOc1ccc(N(CC(=O)Nc2ccccc2C(=O)O)S(C)(=O)=O)cc1
0.5	c1cncc(-c2ncc3c(n2)CCCC3NCc2ccncc2)c1 (stereo not given)
0.7	CCOC(=O)CCNC(=O)NC1CCCN(C2CCCCCC2)C1 (stereo not given)
-0.1	Cc1ccccc1NC(=S)NCCOc1ccccc1Cc1ccccc1
1.4	Nc1c(C(=O)Nc2c(Cl)cccc2Cl)sc2nc3c(cc12)CCCCCC3
-6.1	O=C(NCC1CCN(Cc2cccc(Cl)c2)CC1)Nc1ccc(F)c(Cl)c1
-9.5	COc1cc(OC)c(NC(=O)CCn2cnc3onc(-c4ccc(F)cc4)c3c2=O)cc1Cl
-0.1	O=C(O)c1ccc(CNCCC2=CCCCC2)cc1
0.1	Cc1ccc(NS(=O)(=O)c2ccc3c(c2)CC(C)N3C(=O)C2CCC2)cc1Cl (stereo not given)
-3.7	CC(C)(O)c1cnn(Cc2ccccc2)n1
5.0	CCCCN(CC)C(=O)CSc1nc2n[nH]c(C)c2c(=N)n1-c1cccc(Cl)c1
-7.4	O=C(NC(=S)Nc1cccc(C(F)(F)F)c1)c1ccccc1
-5.3	Cc1ccc(-n2c(C)c([N+](=O)[O-])c3ccc(O)cc32)cc1
11.7	CCc1noc(C)c1C(=O)NC(c1ccccc1)c1ccccc1
10.3	Cc1cc(C)c2c(n1)sc1c(=O)n(-c3ccccc3)c(=O)[nH]c12
-9.4	C=CCc1c(C)[nH]c2ccccc2c1=O
-9.0	CC(=O)N1CCCc2cc(S(=O)(=O)N3CCCC(C(=O)NCc4ccccc4)C3)ccc21 (stereo not given)
-7.7	CCCCCC1C(=O)N=C(SCc2ccc(Cl)c(Cl)c2)NC1=O (stereo not given)
-5.4	Cc1ccc(C(C)C)c(Oc2cc(NC(=O)c3cc4nc(-c5cccs5)cc(C(F)(F)F)n4n3)cc([N+](=O)[O-])c2)c1
-4.9	CCOC(=O)c1[nH]c2ccccc2c1NC(=O)c1ccc(OCC)cc1
3.3	Cc1cc(C)c(-n2cccc2CN)c(C)c1
-3.3	O=C(OCc1ccccc1Cl)c1ccc(-c2nnn(Cc3ccccc3)n2)cc1
17.2	CC(=O)N/N=C1\CCCc2c1[nH]c1ccc(OCC(C)C)cc21
-6.9	CC(=O)c1sc(NC(=O)c2cccnc2Cl)nc1C

Next section.
RBX1-CUL1 inh	Compound
-3.8	CCc1ccc(C2C(C(=O)Nc3ccccc3OC)C(C)=Nc3c(C(=O)Nc4ccc(C)cc4)cnn32)cc1 (stereo not given)
-14.4	Cc1ccc2oc(=O)c3cnn(CC(=O)N4CCN(c5ccccc5)CC4)c3c2c1
-1.3	COC(=O)CCCNc1nc(CN(Cc2ccccc2)C[C@@H]2CCC(=O)N2)nc2ccccc12
1.4	CCCCOc1ccc(C(=O)C2C(=O)C(=O)N(CCCOC)C2c2ccc(O)c(OC)c2)cc1C (stereo not given)
-1.6	COc1cc(C2c3c(n[nH]c3-c3cc(C)sc3C)OC(=N)C2C#N)ccc1OCc1ccc(F)cc1 (stereo not given)
-8.2	COc1ccc(C2c3c(n[nH]c3-c3ccccc3)OC(=N)C2C#N)cc1Br (stereo not given)
9.9	COc1ccc2oc(CC(C)=O)c(C(=O)c3ccc(C)cc3)c2c1
-0.3	CCOc1ccccc1C1CC(=O)Nc2c1ccc1c(O)cccc21 (stereo not given)
-6.4	O=C(Nc1cc(Oc2ccc(F)cc2)cc([N+](=O)[O-])c1)c1nn2c(C(F)(F)F)cc(-c3ccccc3)nc2c1Cl
5.1	COc1cccc(C2c3c(c(=O)oc4ccccc34)OC(=N)C2C#N)c1 (stereo not given)
-3.0	CCCCOc1ccc(N2C(=O)c3ccccc3C2=O)cc1
8.7	CC1C(=NS(=O)(=O)c2ccc(Cl)cc2)C(=O)N(c2ccccc2)N1C (stereo not given)
-5.8	O=C(CNS(=O)(=O)c1ccc(F)cc1)Nc1ccc(C(F)(F)F)cc1
5.4	CC(c1ccc2c(c1)OCCO2)N(C)C(=O)CCc1nnc(-c2ccc3c(c2)OCO3)o1 (stereo not given)
-1.4	N#Cc1c(-c2ccccc2)cc(-c2cccs2)nc1SCC(N)=O
-5.6	COc1ccc(OC)c(C(C)NC(=O)Cn2c(=O)cc(C)c3c(C)nn(-c4ccc(C)cc4)c32)c1 (stereo not given)
-3.3	Cc1ccc(C)c(NC(=O)CSc2nc(-c3ccccc3)cc(C(F)(F)F)n2)c1
1.7	O=C(c1ccc(-c2nc3ccccc3nc2-c2ccccc2)cc1)N1CCCC1
-8.8	CCCC(C)NC(=O)CCCc1ccccc1 (stereo not given)
10.2	C=CCN1C(=O)S/C(=C/c2ccc(C(F)(F)F)cc2)C1=O
8.8	Cc1cc(N2CCN(Cc3ccc(Cl)cc3)CC2)c2nncn2n1
1.4	COc1ccc(-c2cc(-c3ccccc3)nc3sc(C(=O)N4c5ccccc5Sc5ccccc54)c(N)c23)cc1
-6.4	CSc1ccc(/C=N/NC(=O)c2ccc(NC(=O)C3CC3)cc2)cc1
1.3	CC1(Cl)C(=O)CC(c2ccccc2)C1c1ccccc1 (stereo not given)
5.1	COCCNC(=O)c1ccc(C)c(S(=O)(=O)Nc2cccc(C)c2)c1
-6.0	CCOc1ccc(CCNC(=O)Cn2c(-c3cccs3)cc3cc(F)ccc32)cc1OCC
-0.6	O=C(Nc1cccc2cccnc12)c1ccc(Br)o1
0.3	CCCCC(=O)Nc1nnc(Cc2ccc(Cl)cc2Cl)s1
8.2	Cn1c(=O)n(Cc2ccc(Cn3c(=O)c4c(ncn4Cc4ccccc4)n(C)c3=O)cc2)c(=O)c2c1ncn2Cc1ccccc1
7.4	CC(=O)Oc1ccc2nc(-c3ccc(C(C)(C)C)cc3)oc(=O)c2c1
-7.3	CN(C)CCNC(=O)CCC1CCN(S(=O)(=O)c2cccnc2)CC1
2.1	O=C(Nc1ccc(N2CCCC2)c(Cl)c1)c1cccc2ccccc12
8.7	O=C(NCC1CCCO1)C1CCN(C2CCN(C/C=C/c3ccccc3)CC2)CC1 (stereo not given)
6.1	Nc1c(C(=O)Nc2nnc(-c3ccccc3)s2)sc2nc3c(cc12)CCCC3
0.5	CCC1(CCC(=O)NC(c2ccccc2)c2ccc(Cl)cc2)CCC(=O)N1 (stereo not given)
-2.2	CC(C)N1C(=O)S/C(=C/c2cc(Br)cs2)C1=O
1.7	Cc1nc2c(=O)oc3ccccc3c2n1C
8.3	CC1CC(=O)C2=C(C1)Nc1ccccc1NC2C (stereo not given)
-6.3	CC1=NC2=C(C(=O)CC(C)(C)C2)C(c2cn(Cc3ccc(Cl)cc3)nc2-c2ccccc2)C1C(=O)Nc1ccccn1 (stereo not given)
-13.7	CN1CC=C2C(C#N)C(=N)C(C#N)(C#N)[C@@H](c3ccc(F)cc3)[C@@H]2C1 (stereo not given in full)
-4.3	COc1cc(C(=O)N2c3ccccc3N=C3CC(c4ccc(C(C)(C)C)cc4)CC(=O)C3C2c2ccc(F)cc2)cc(OC)c1OC (stereo not given)
1.5	COc1ccc(CCNc2nncc(-c3ccccc3C)n2)c(OC)c1
2.4	CCc1cc2c(cc3c(=O)n(CC(=O)NC(C)C)nc(CC)n32)s1
0.1	CSc1ncc(C(=O)NCc2cccc(Br)c2)c(-c2ccccc2)n1
-1.9	CCNc1ccccc1C(=O)OC(C(=O)c1ccccc1)c1ccc(Cl)cc1 (stereo not given)
-3.7	CC(C)c1ccc2oc(-c3ccc(Cl)c(NC(=O)Cc4ccccc4)c3)nc2c1
-2.9	CCc1ccc2oc(C(=O)Nc3cccc(Cl)c3C)cc(=O)c2c1
-13.9	N#CCc1cc(-c2ccc(Cl)cc2)nn1-c1ccccc1
1.2	COc1c(S(=O)(=O)n2ccnc2C)ccc(Cl)c1Cl
-9.5	Cn1nccc1C(=O)N1CCCC(CCc2ccc(F)cc2F)C1 (stereo not given)
-6.3	CS(=O)(=O)N1CCN(c2nc(-c3ccc(Cl)cc3)cs2)CC1
5.8	COc1ccc(N2CCN(C(=O)c3cc(S(=O)(=O)N4CCCCCC4)cn3C)CC2)cc1
-1.5	O=C(NCCc1cccnc1)c1csc2nc(-c3ccccc3Cl)cn12
4.0	CCOC(=O)C(C)n1nc(Br)c2ccc(N3C(=O)C4=C(CCCC4)C3=O)cc21 (stereo not given)
5.8	Cc1nn(-c2ccccc2)c(C)c1-c1ccnc(NC(C)c2cnn(C)c2)n1 (stereo not given)
-6.0	CC1=C(C)SC(=C2C(=O)c3cccc(F)c3C2=O)S1
15.1	CCC(=O)NC(=S)Nc1ccc(NC(=S)NC(=O)c2cccs2)cc1
1.8	CCC(=O)N1CCc2cc(S(=O)(=O)NCCC(=O)Nc3cccc(SC)c3)ccc21
-14.7	CCOc1ccccc1CNC(=O)CN1C(=O)C2CCCCN2c2ccc(C(=O)N(C)C)cc21 (stereo not given)
10.9	CCCCCOc1ccccc1-c1n[nH]c(=S)o1

Going on with the list.
RBX1-CUL1 inh	Compound
-7.5	Cn1c(-n2cccc2)c(-c2c(-c3ccc(F)cc3)[nH]c3c2c(=O)[nH]c(=O)n3C)c(=O)[nH]c1=O
0.8	O=CN1CCCN(C(=O)c2csc3nc(-c4ccccc4Cl)cn23)CC1
4.2	CCCn1c(=O)c2sccc2n2c(CCCC(=O)N3CCN(c4cccc(Cl)c4)CC3)nnc12
-14.4	COc1cc(C(=O)Nc2ccc(F)c(Cl)c2)cc(OC)c1OC
-2.0	COc1ccc(CNCCc2cnc[nH]2)c(OCC(O)CN2CCCC2)c1 (stereo not given)
-6.9	Cc1ccccc1NC(=O)c1c(C)oc2ccc(O)c(CN3CCCC(C)C3)c12 (stereo not given)
0.8	COc1ccc(C(=S)N2CCN(c3cccc(C)c3)CC2)cc1
0.2	CCCCn1c(=O)n(-c2ccc(Br)cc2F)c(=O)c2c3c(sc21)CN(C(C)=O)CC3

Reformatted: results already given
mol,RBX1-CUL1 inh
Cc1ccccc1NC(=O)c1c(C)oc2ccc(O)c(CN3CCCC(C)C3)c12 (stereo not given),-6.9
COc1ccc(C(=S)N2CCN(c3cccc(C)c3)CC2)cc1,0.8
COc1cc(C(=O)Nc2ccc(F)c(Cl)c2)cc(OC)c1OC,-14.4
CCCCn1c(=O)n(-c2ccc(Br)cc2F)c(=O)c2c3c(sc21)CN(C(C)=O)CC3,0.2
COc1ccc(CNCCc2cnc[nH]2)c(OCC(O)CN2CCCC2)c1 (stereo not given),-2.0
Cn1c(-n2cccc2)c(-c2c(-c3ccc(F)cc3)[nH]c3c2c(=O)[nH]c(=O)n3C)c(=O)[nH]c1=O,-7.5
